# Screening data as filed in PubChem.
# CD11b adhes inh: CD11b/CD18-fibrinogen binding inhibition; P05107+P11215; K562 CD11b/CD18 adhesion to fibrinogen, ATPlite luminescence; Mn2+ added to activate the integrin; inhibition, % at 10 µM; 93,000 tested, 0.54% active;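 active = primary inhibition of 50% or more at 10 µM, then 40% or more on retest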; note: some results filed as inactive read as strong as hits
# HUVEC prolif 384: inhibitors of human endothelial cell proliferation. 86,000 tested, 1.1% active. HUVEC proliferation, CellTiter-Glo luminescence, 72 h; hits give low values. viability, % at 10 µM (by protocol);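 active = viability at or below 30%; inactive = viability above 30%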;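 note: 100% = median luminescence of DMSO-only cell control wells on each plate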
# H69AR inhibit: growth inhibitors of human H69AR lung tumor cells; H69AR lung tumor viability, ATP luminescence, 72 h; hits give low values; viability, % at 10 µM; 85,000 tested, 6% active;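 active = viability at or below 40%; inactive = viability above 40%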;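 note: multidrug resistant small cell line overexpressing MRP-1 efflux transporter; 100% = mean luminescence of untreated control wells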
# ERa coact inh: ER-alpha (human) coactivator binding inhibition | TR-FRET ER-alpha LBD / SRC-1 peptide, estradiol-bound | inhibition, % at 25.6 µM | 86,000 tested, 1.7% active | AID 629 | P03372; in the data active = inhibition above about 50%;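 note: 0% = receptor plus peptide control and 100% = peptide only without receptor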
# Target sequence (P03372 whole entry, looked up, the tested form may be a part): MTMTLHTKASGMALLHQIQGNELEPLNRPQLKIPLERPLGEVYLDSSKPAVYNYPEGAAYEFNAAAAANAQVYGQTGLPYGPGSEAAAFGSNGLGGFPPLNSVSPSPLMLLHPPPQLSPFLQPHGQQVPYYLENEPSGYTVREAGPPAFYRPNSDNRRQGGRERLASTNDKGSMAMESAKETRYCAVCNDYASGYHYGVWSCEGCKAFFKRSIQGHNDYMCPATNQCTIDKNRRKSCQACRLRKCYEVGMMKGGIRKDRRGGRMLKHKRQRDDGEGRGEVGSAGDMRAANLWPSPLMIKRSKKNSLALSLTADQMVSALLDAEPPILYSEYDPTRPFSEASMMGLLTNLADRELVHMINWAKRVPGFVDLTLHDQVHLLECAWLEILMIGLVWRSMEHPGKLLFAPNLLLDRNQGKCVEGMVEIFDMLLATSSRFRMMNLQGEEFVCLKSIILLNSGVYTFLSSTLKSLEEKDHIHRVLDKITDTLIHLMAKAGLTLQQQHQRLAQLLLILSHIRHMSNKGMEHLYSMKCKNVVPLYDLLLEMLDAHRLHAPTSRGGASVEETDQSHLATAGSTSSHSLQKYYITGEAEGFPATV
# CYP2C19 act: activators of human cytochrome P450 2C19 | recombinant CYP2C19, luciferin-H EGE luminescence; hits give high values; 0 = fully inhibited enzyme, 1 = untreated enzyme | activation factor at 5 µM | AID 1025 | P33261 | 96,000 tested, under 10 active;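 active = activation factor of at least 2 at 5 µM in the primary screen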;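 note: 0 = wells with 2.5 mM tranylcypromine and 1 = vehicle-only wells; values of inactives mirror those of a sister screen read the other way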
# Target sequence (P33261 whole entry, looked up): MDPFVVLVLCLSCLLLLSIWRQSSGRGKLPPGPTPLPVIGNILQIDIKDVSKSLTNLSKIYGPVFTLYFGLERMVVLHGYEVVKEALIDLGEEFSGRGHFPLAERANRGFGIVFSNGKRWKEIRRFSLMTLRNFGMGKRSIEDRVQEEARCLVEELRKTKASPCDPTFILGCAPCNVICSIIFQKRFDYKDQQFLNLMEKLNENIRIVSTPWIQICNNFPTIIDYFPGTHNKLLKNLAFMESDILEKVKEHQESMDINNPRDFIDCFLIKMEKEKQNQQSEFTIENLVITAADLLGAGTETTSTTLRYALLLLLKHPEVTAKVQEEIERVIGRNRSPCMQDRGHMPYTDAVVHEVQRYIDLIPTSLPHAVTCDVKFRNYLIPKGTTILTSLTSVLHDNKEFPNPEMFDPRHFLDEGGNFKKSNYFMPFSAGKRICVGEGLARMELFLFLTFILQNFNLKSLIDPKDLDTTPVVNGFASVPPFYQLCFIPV
# ERa SRC1 pot: enhances coactivator binding to human estrogen receptor alpha | 86,000 tested, 1.3% active | TR-FRET ERalpha-LBD/SRC-Cy5 coactivator binding, 2 h; 100 = basal binding, no effect | AID 639 | coactivator binding (% of control), % at 25.6 µM; in the data active = activity above about 200%;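 note: binding measured in presence of low estradiol as agonist stimulus; 0% = peptide alone without receptor and 100% = receptor with peptide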
# CYP2C19 inh: inhibitors of human CYP2C19; CYP2C19 Supersomes, luciferin-H EGE luminescence, 30 min; 96,000 tested, 21% active; P33261; inhibition, % at 5 µM;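 active = CYP2C19 inhibition above a set limit at 5 µM in the primary screen, cut at about 50% in these data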;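 note: plate controls were negative control wells for no effect and 2.5 mM tranylcypromine positive control for full effect; values of inactives mirror those of a sister screen read the other way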
# CD11b adhes enh: CD11b/CD18-fibrinogen binding enhancement; 93,000 tested, 0.07% active; activation, % at 10 µM; AID 1499; K562 CD11b/CD18 adhesion to fibrinogen, ATPlite luminescence;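 active = 10 µM primary screen giving 50% or more activity, confirmed by 40% or more on retest at that dose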; note: strong numbers were not always called active
# Fibroblast inh: blocks proliferation of human lung fibroblasts | LL 47 human lung fibroblast viability, ATP luminescence; hits give low values | viability, % at 10 µM | 85,000 tested, 1.1% active | AID 719;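 active = viability at or below 50% in the single dose screen; inactive = viability above 50%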;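 note: compound exposure lasted 72 h before the ATP readout; 100% = median luminescence of untreated cell-only wells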
#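 Material: Human LL 47 lung fibroblast cells | Input: 1,150 cells/well | Buffer or medium: IMEM plus 15% FBS | Compound dosing: 0.1% DMSO in all compound wells | Times: Overnight cell rest, 72 h compound treatment at 37 °C | Signal: CellTiter-Glo luminescence measuring cellular ATP | Measure: % viability versus median cells-only luminescence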
# Starred values were filed as active, the others as inactive; / = no result given; [ ] = dose if it differs, or a comment. Rows were taken by chance; any-hit rate near 26%.
Compound,CD11b adhes inh,HUVEC prolif 384,H69AR inhibit,ERa coact inh,CYP2C19 act,ERa SRC1 pot,CYP2C19 inh,CD11b adhes enh,Fibroblast inh
CC1(C)CC2CC(C)(CN2C(=O)COC(=O)c2cc(Cl)cc(Cl)c2N)C1 (stereo not drawn),4,110,92,3,0.9,92,14,-3,98
O=C(O)c1cccc(-n2cnnn2)c1,-14,95,88,-4,1,96,-3,3,99
O=C(CSc1nnc(-c2ccco2)n1Cc1ccccc1)c1ccc(F)cc1,-9,91,73,7,0,75,96*,1,88
COCCCNC(=O)Cn1nc(-c2ccc(C)cc2)ccc1=O,/,100,97,0,1,95,0,/,106
O=C(C1CCCCC1)N1CCCC(c2nc3c(nnn3Cc3ccccc3)c(=O)[nH]2)C1 (stereo not drawn),-4,85,89,-15,0.8,119,20,2,102
CC1(C)Cc2c(C#N)c(SCC(=O)c3ccccc3)nc(N3CCCC3)c2CO1,/,87,58,31,/,136,/,/,83
CCN(CC)CCCNC(=O)c1nn(-c2ccccc2OC)c(=O)c2ccccc12,8,/,/,/,1.2,/,-19,1,/
CCC(=O)Nc1cc2c(cc1C(=O)CC)OCCO2,-11,/,/,/,0.7,/,33,-1,/
CC(=O)Nc1nonc1-c1nc2ccccc2n1Cc1nnc(C)o1,-1,98,94,13[fluorescence artefact?],1.1,79,-5,-5,/
NC(=O)C1(N2CCCCC2)CCN(S(=O)(=O)c2cc(Cl)ccc2Cl)CC1,-5,98,92,-8,0.1,109,90*,-2,99
Brc1ccc(-c2nn3c(-c4ccncc4)nnc3s2)o1,2,87,76,4,0.3,118[fluorescence artefact?],69*,2,110
CCOC(=O)c1c(C)[nH]c(C)c1C(=O)CSc1nnc(-c2ccncc2)n1C,-14,102,88,2,0,123,98*,0,101

# Molecules above that have four or more nitrogen atoms, in the order listed:
Compound,CD11b adhes inh,HUVEC prolif 384,H69AR inhibit,ERa coact inh,CYP2C19 act,ERa SRC1 pot,CYP2C19 inh,CD11b adhes enh,Fibroblast inh
O=C(O)c1cccc(-n2cnnn2)c1,-14,95,88,-4,1,96,-3,3,99
O=C(C1CCCCC1)N1CCCC(c2nc3c(nnn3Cc3ccccc3)c(=O)[nH]2)C1 (stereo not drawn),-4,85,89,-15,0.8,119,20,2,102
CCN(CC)CCCNC(=O)c1nn(-c2ccccc2OC)c(=O)c2ccccc12,8,/,/,/,1.2,/,-19,1,/
CC(=O)Nc1nonc1-c1nc2ccccc2n1Cc1nnc(C)o1,-1,98,94,13[fluorescence artefact?],1.1,79,-5,-5,/
Brc1ccc(-c2nn3c(-c4ccncc4)nnc3s2)o1,2,87,76,4,0.3,118[fluorescence artefact?],69*,2,110
CCOC(=O)c1c(C)[nH]c(C)c1C(=O)CSc1nnc(-c2ccncc2)n1C,-14,102,88,2,0,123,98*,0,101

# New compounds follow:
Compound,CD11b adhes inh,HUVEC prolif 384,H69AR inhibit,ERa coact inh,CYP2C19 act,ERa SRC1 pot,CYP2C19 inh,CD11b adhes enh,Fibroblast inh
COc1ccc(C(C)=O)cc1COC(=O)c1cccc(N(C)C)c1,1,97,80,12[fluorescence artefact?],0.3,87[fluorescence artefact?],72*,-5,108
Cn1c(Cn2nnc3ccccc32)nnc1SCC(=O)N1CCc2ccccc21,-3,98,81,7,1.1,94,-7,0,107
COc1cccc(N2CCN(S(=O)(=O)c3ccc4nc(-c5ccccc5)[nH]c4c3)CC2)c1,-22,60,13*,2[fluorescence artefact?],0.5,104,49,5,97
CCOC(=O)C1C(=O)NC(SCC(=O)OC)=C(C#N)C1c1ccccc1OCC (stereo not drawn),0,80,87,10,0.3,99,68*,0,90
CCOc1ccccc1NC(=O)CSc1nnc(Cn2c(=O)sc3ccccc32)n1C,/,90,92,-7,/,93,/,/,100
O=C(O)CSCc1cn2cc(Cl)ccc2n1,-39,99,96,-5,1,112,0,1,99
CCOc1cc(S(=O)(=O)N(Cc2ccccc2)Cc2ccccc2)c(OCC)cc1-n1cnnn1,/,110,77,-6,0.8,115,24,/,88
COC(=O)CC1Oc2ccc(C)cc2NC1=O (stereo not drawn),16,103,92,-4[fluorescence artefact?],0.8,95,25,-5,104
O=C(C1CCCN1S(=O)(=O)c1cccc2cccnc12)N1CCc2ccccc2C1 (stereo not drawn),-6,98,89,-9,0.8,127,20,-1,95
OC(CCCCN1CCCCC1)c1ccccc1 (stereo not drawn),-13,96,91,2,1,111,-4,3,95
COc1cc(OC)cc(C(=O)N2CCC(N3CCN(c4ccccc4)CC3)CC2)c1,-8,91,76,-5,1.1,108,-10,-3,93
CN1CCCC(OC(=O)CCCCC(=O)OC2CCCN(C)C2)C1 (stereo not drawn),-25,95,103,-1,1.1,117,-12,-2,97
O=C(C1CCN(S(=O)(=O)N2CCOCC2)CC1)N1CCOCC1,-10,94,97,-10,1.1,120,-9,2,92
CN(C)C(CN1C(=O)C2CC=CCC2C1=O)c1cn(C)c2ccccc12 (stereo not drawn),10,88,83,-6,0.7,120[fluorescence artefact?],29,1,99
O=C(CN1C(=O)COc2ccccc21)c1ccc(Cl)cc1,-1,105,92,4[fluorescence artefact?],0,99[fluorescence artefact?],98*,4,107
CNC(=O)CSc1nnnn1-c1ccc2c(c1)OCCO2,/,97,91,-17,/,110,/,/,96
Cc1noc(C)c1C(=O)OCC(=O)c1c[nH]c2ccccc12,2,103,95,-9,0.1,100,91*,-2,101
COc1ccc(C)cc1NC(=O)c1nc2nc(C)cc(C)n2n1,/,106,85,3,/,110,/,/,99
Cc1nc(CNS(=O)(=O)c2ccc3ccccc3c2)cs1,3,109,110,-3,0.5,131,45,1,97
CCN(CC)C(=O)CSc1nc2c(sc(=S)n2CC)c(=O)n1-c1ccccc1,5,100,51,3,0.6,94,36,-4,98
Cc1ccc(C(C(=O)NC2CCCC2)N(C(=O)Cc2cccs2)c2cccc(C)c2C)o1 (stereo not drawn),0,/,/,/,1.1,/,-7,0,/
O=C(O)CCCC(=O)Nc1nc2n(n1)C(c1ccc(F)cc1)CC(c1ccc(Cl)cc1)N2 (stereo not drawn),-16,101,108,7[fluorescence artefact?],1.2,120[fluorescence artefact?],-19,1,105
c1ccc2c(c1)OCC(c1csc3ncnc(N4CCCCC4)c13)O2 (stereo not drawn),/,113,82,34,/,101,/,/,/
CC1Cc2ccccc2N1C(=O)CN1C(=O)NC(C)(c2ccc3c(c2)OCCO3)C1=O (stereo not drawn),-3,104,97,-1,0.6,127,40,-2,98
O=C(CCC(=O)OCC(F)(F)C(F)F)Nc1ccc(Cl)cc1,0,92,98,-2,0.9,124,8,0,104
O=C(CC1Nc2ccccc2NC1=O)Nc1cc(Cl)cc(Cl)c1 (stereo not drawn),13,75,44,10,0.6,99,36,-2,101
CC(=O)c1cccc(NC(=O)Nc2ccc(C(=O)N3CCCC3)cc2)c1,-12,74,76,-5,0.8,150,16,0,88
COC(=O)C(Nc1nccs1)(OC)C(F)(F)F (stereo not drawn),-4,87,81,-13,1,135,-4,-2,89
Cc1ccc(C(=O)CSc2nnc(CNc3ccc(C)cc3C)n2Cc2ccco2)cc1,13,97,61,-6,0.2,110,75*,1,94
COc1ccc(C2OC(=O)c3ccccc3S2)cc1 (stereo not drawn),-4,102,102,-8,0.7,104[fluorescence artefact?],30,-2,103
COc1ccc(C2N(c3cc(Cl)ccc3OC)C(=O)C3CCCN32)cc1OC (stereo not drawn),-4,99,83,-10,0.5,122,49,-2,100
CC(=O)c1c(C)[nH]c(C(=O)NCCCN2CCCC2)c1C,7,/,/,/,1.1,/,-11,-3,/
CC1CCCCC1NC(=O)Cn1[nH]c(=O)c2ccccc2c1=O (stereo not drawn),0,93,90,-3,0.6,109,41,-5,97
COCCOC(=O)C1=C(C)NC(=O)NC1c1cccs1 (stereo not drawn),-3,/,/,/,0.8,/,16,3,/
C/C(CC(=O)Nc1ccccc1-c1ccccc1)=N\NC(=O)COc1ccc(C)cc1Br,4,87,93,8,0.5,90,50,5,107
CCCSc1nnc(CSc2nc3nc(C)cc(C)n3n2)o1,4,/,/,/,0.9,/,14,-4,/
Cc1cc(C)nc(N/C(=N\S(=O)(=O)Cc2ccccc2)Nc2cccc(Cl)c2C)n1,-6,/,/,/,1,/,0,-4,/
CS(=O)(=O)Nc1ccc(C(=O)NCc2ccccn2)cc1,-24,93,100,-4,1,97[fluorescence artefact?],1,1,99
Cc1ccc(N2C(=O)c3ccccc3C2(O)c2ncc[nH]2)cc1 (stereo not drawn),0,93,97,-2,0.9,117,5,-3,/
O=C(CSC1=NCCS1)NC1CCCC1,/,101,99,-13,0.7,88,26,/,105
CCOc1ccc(-c2nc(CSc3nncs3)cs2)cc1OC,-9,101,85,-1,0.5,105,53*,-2,101
Cc1cc(C)cc(OCc2nnc(SCC(=O)c3ccc(Br)cc3)o2)c1,8,100,88,-19[fluorescence artefact?],0.8,202*,20,6,93
CCc1ccccc1OCC(=O)Nc1ccc(S(N)(=O)=O)cc1,-1,96,89,-8,0.9,124,13,-2,95
CC(C)C(=O)Nc1ccc(N2CCCC2)cc1,4,92,90,25[fluorescence artefact?],1,60[fluorescence artefact?],-2,-3,99
COc1cc(OC)cc(-c2nnc(SCC(=O)N3CCCc4ccccc43)o2)c1,7,87,81,18[fluorescence artefact?],0.1,116,92*,-2,101
COc1cc(S(=O)(=O)n2nc(C)cc2C)c(OC)cc1Cl,1,107,87,7[fluorescence artefact?],0.2,81,83*,-2,103
Cn1cc(SCC(=O)Nc2ccc3c(c2)OCCO3)c2ccccc21,0,111,82,-3,0.4,89,63*,-3,102
C=CCNC1=C(Cl)C(=O)N(c2ccccc2Cl)C1=O,-11,102,99,-8,0.3,107,68*,-2,97
CCC1(C)CC(CC(=O)O)(c2ccccc2OC)CCO1 (stereo not drawn),-13,90,84,-8,0.6,134,38,-3,102
Cc1ccc(O)c(NC(=O)CCCC(=O)O)c1,-6,99,82,6,1.1,109,-11,-4,110
Cc1cc(C)cc(NC(=O)CSc2nc3c(c(=O)n2C)SC(C)C3)c1 (stereo not drawn),-13,118,71,-7[fluorescence artefact?],1,87,1,0,93
CCC(C)NC(=O)c1ccc(CSCc2cccc(F)c2)o1 (stereo not drawn),-26,91,86,-1[fluorescence artefact?],0.7,96,29,2,99
Cc1ccccc1-c1nc2ccccc2c(=O)n1C1CCS(=O)(=O)C1 (stereo not drawn),-31,93,81,-7,0.1,100,88*,-3,92
COc1ccc(CN2C(=O)c3ccccc3C2C(=O)NCC2CCCO2)c(OC)c1 (stereo not drawn),-4,80,98,14,0.9,118,6,-3,98
CCOC(=O)C1CCN(c2nc(-c3ccccc3)nc3c2oc2ccccc23)CC1,9,85,63,0,1.1,121,-7,0,97
CCOC(=O)c1ccc2c(c1)N(Cc1ccccc1C)C(=O)c1ccccc1S2=O (stereo not drawn),/,100,90,-5,/,66,/,/,88
Cc1ccc(S(=O)(=O)Nc2cccnc2)cc1,/,94,94,2,0.8,130,15,/,91
CC(C)(C)n1nnnc1C(c1ccccc1F)N1CCN(C2CCCC2)CC1 (stereo not drawn),-9,95,88,-6,1.1,147[fluorescence artefact?],-9,1,104
